# Nrf2 activator: qHTS of Nrf2 Activators; AREc32 ARE-luciferase reporter (MCF7-derived line), luminescence, 24 h; Potency, µM (titrated, usually from 46.1 µM), for inactives: top-dose activation, most hits filed as activators; actives 0.31% (n = 410,000); also: potency is read from the fitted curve at half-maximal effect; % of control where 0% means no effect; nearly all actives have a fitted effect of over 65% in size
#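 AREc32 cells carrying an ARE-driven firefly luciferase reporter were seeded at 1000 cells/well in OPTI-MEM with 5% FBS, then exposed to compound for 24 hr at 37 deg C. Luminescence was read with Steady-Glo after 30 min at RT.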
# Nrf2 inh: Nrf2 qHTS screen for inhibitors; A549 ARE-Fluc reporter, luciferase luminescence, 18-24 h; Potency, µM (titrated, usually from 46 µM), inactives show at the top dose activity change, negative = inhibition, usual class: inhibitors; actives 2.1% (n = 360,000); AID 504444, 2011; also: potency is read from the fitted curve at half-maximal effect; % is scaled to controls: 0 for no effect and ±100 for the full control effect; nearly all actives have a fitted effect of over 60% in size
#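 Concentration-response testing used A549 ARE_Fluc cells at 5000 cells/well. Following an 18-24 h compound incubation, viability was read by fluorescence (Ex 405/Em 525) and luciferase output by luminescence.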
# EPAC2 antagonist: qHTS for Antagonist of cAMP-regulated guanine nucleotide exchange factor 2 (EPAC2): primary screen; Potency, µM (highest dose often 114 µM), for the others: at the highest dose activity, negative = inhibition, usual class: inhibitors; Rap guanine nucleotide exchange factor 4 (Homo sapiens), Q8WZA2; actives 0.18% (n = 360,000); AID 720708, 2013; EPAC2 GEF exchange of Rap1B-BODIPY-GDP, fluorescence; also: potency is read from the fitted curve at half-maximal effect; % is scaled to controls: 0 for no effect and ±100 for the full control effect; nearly all actives have a fitted effect of over 45% in size; many of its hits are not listed in these tables
# Target sequence (Q8WZA2 whole entry, looked up): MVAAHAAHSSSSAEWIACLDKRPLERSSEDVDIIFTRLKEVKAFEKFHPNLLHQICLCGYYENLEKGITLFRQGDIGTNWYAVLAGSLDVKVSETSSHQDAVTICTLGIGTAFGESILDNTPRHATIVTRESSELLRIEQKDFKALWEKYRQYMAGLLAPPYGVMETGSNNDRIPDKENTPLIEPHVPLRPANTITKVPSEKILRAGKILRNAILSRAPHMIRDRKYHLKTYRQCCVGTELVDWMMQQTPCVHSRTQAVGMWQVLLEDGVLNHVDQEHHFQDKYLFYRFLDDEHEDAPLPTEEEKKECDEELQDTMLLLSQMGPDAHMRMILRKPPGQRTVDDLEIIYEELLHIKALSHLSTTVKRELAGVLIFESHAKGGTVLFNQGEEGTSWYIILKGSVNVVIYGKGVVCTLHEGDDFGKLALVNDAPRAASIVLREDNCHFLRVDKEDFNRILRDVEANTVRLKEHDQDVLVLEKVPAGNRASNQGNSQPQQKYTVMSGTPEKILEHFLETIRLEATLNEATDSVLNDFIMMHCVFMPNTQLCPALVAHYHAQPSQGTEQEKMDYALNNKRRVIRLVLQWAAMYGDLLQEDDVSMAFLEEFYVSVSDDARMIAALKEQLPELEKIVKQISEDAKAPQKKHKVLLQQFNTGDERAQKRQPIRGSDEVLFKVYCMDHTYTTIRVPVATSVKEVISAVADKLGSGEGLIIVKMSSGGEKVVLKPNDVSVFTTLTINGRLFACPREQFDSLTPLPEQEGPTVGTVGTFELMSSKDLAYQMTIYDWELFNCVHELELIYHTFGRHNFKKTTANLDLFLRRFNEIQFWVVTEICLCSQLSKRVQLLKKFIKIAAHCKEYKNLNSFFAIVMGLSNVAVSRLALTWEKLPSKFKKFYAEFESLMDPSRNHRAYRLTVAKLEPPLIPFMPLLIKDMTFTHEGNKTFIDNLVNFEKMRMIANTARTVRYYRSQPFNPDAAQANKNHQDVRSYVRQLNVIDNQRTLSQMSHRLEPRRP
# MmCpn inh: Inhibitors of TCP-1 ring complex (TRiC) of Methanococcus maripaludis (MmCpn): qHTS; AID 504842, 2011; Potency, µM (series often up to 76.9 µM), for inactives: top-dose activity, negative = inhibition, hits mostly inhibitors; actives 0.031% (n = 330,000); Chaperonin Mm-Cpn (Methanococcus maripaludis); purified Mm-Cpn ATPase, ADP Transcreener TR-FRET; also: potency is read from the fitted curve at half-maximal effect; % is scaled to controls: 0 for no effect and ±100 for the full control effect; nearly all actives have a fitted effect of over 80% in size
#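 Reaction buffer contained 30 mM Tris pH 7.4, 100 mM KCl, 5 mM MgCl2 and 1 mM DTT. Mm-CPN (25 nM final) hydrolysed 10 uM ATP over 30 min at 37°C; ADP was read by HTRF.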
# pAkt inh: HTS Assay for Inhibitors of Akt Phophorylation: Primary Screen; Neuro2A IGF-stimulated pAkt S473 HTRF, 20 min; active compounds read low; activity change, % for hits at 50 µM; actives 0.32% (n = 360,000); AID 651550, 2012; in the data active = activity change below about -80%; inconclusive = mostly about -51% to -80%; also: % is scaled to controls: 0 for no effect and ±100 for the full control effect
#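 Neuro2A cells (4,500/well, DMEM with 0.5% FBS) were treated with compound at a single 50 µM final concentration, stimulated with 6 nM IGF for 20 min at 37 °C, and lysed. Phospho-Akt Ser473 was read by HTRF as 665/615 ratio ×10^4.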
# CCT chaperon mod: High-Throughput Screening for Modulators of Cytosolic Chaperonin Activity; activity change, % (test concentration not listed), hits read low; purified chaperonin ATPase assay, HTRF ADP detection, 30 min; actives 0.3% (n = 360,000); in the data active = activity change below about -30%; also: % is scaled to controls: 0 for no effect and ±100 for the full control effect
#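 First, chaperonin was dispensed at 40 nM or 20 nM final depending on batch activity. Next, compounds were pinned at 76 uM and ATP added at 10 uM. After 30 min at 37 °C, ADP detection reagents ran 30 min at ambient temperature.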
# TGFb inhibitor: qHTS for Inhibitors of TGF-b | HepG2 CAGA-GFP TGF-b/SMAD3 reporter, GFP fluorescence, 18 h; TGF-beta stimulated, 500 pg/mL final | Potency, µM (highest dose often 46.1 µM), without a hit: top-dose activity, negative = inhibition, usual class: inhibitors | actives 1.2% (n = 410,000); also: potency is read from the fitted curve at half-maximal effect; % is scaled to controls: 0 for no effect and ±100 for the full control effect; nearly all actives have a fitted effect of over 65% in size
#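 Inhibition was scored as loss of TGF-beta-induced (500 pg/mL final, 18 hours, 37 degrees C) GFP in HEPG2 cells carrying a CAGA-GFP reporter, in DMEM with 1% FBS. Well GFP was summed per cell; Activity was normalised to unstimulated and stimulated DMSO wells, then concentration-response fitting.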
# EPAC2 agonist: qHTS for Agonist of cAMP-regulated guanine nucleotide exchange factor 4 (EPAC2): primary screen; Rap guanine nucleotide exchange factor 4 (Homo sapiens), Q8WZA2; EPAC2 activation, biochemical qHTS; response scale: 100% = 6.5 mM cAMP response; Potency, µM (top dose mostly 154 µM), inactives show top-dose activation, actives largely listed as activators; actives 0.079% (n = 360,000); AID 720711, 2013; also: potency is read from the fitted curve at half-maximal effect; nearly all actives have a fitted effect of over 50% in size
#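 Nucleotide exchange monitored as fluorescence drop when BODIPY-GDP leaves Rap1B. Reaction: 100 nM EPAC2, 250 nM RAP1B-BODIPY-GDP, 50 uM GDP, room temperature, kinetic read over 30 min. Activity expressed relative to 6.5 mM cAMP.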
# A549 viability: Nrf2 qHTS screen for inhibitors: counterscreen for cytotoxicity; actives 0.16% (n = 390,000); Potency, µM (highest dose often 46 µM), for inactives: top-dose activity change, negative = cytotoxicity, hits mostly inhibitors; A549 ARE-Fluc cells, CellTiter-Fluor viability, 18-24 h; AID 504648, 2011; also: potency is read from the fitted curve at half-maximal effect; % is scaled to controls: 0 for no effect and ±100 for the full control effect
#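 A549 ARE_Fluc cells in 5% FBS OPTI-MEM were exposed to compounds in concentration-response for 18-24 h at 37 deg C. Viability was read by CellTiter-Fluor fluorescence (Ex 405/Em 525) after 30 min, before the luciferase read.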
# Numbers without * were called inactive; i = inactive; ? = inconclusive; . = no result given; [ ] = another dose, or the depositor's remark. Unless noted, calls follow the shape of the dose curve; as a rule, active = well fitted curve in the direction sought with a large enough effect; inconclusive = small, poorly fitted or top-dose-only effect, or another doubt; inactive = no such curve, though single readings can be large; an effect the other way counts as inactive or inconclusive. A portion of the library; the hit share may differ from the screen's.
# Each structure is followed by: Nrf2 activator	Nrf2 inh	EPAC2 antagonist	MmCpn inh	pAkt inh	CCT chaperon mod	TGFb inhibitor	EPAC2 agonist	A549 viability
1) O=C(/C=C/c1ccc2c(c1)OCO2)N1CCCCC1
 : 2.7%	?	-1%	-1%	i	1.3	-3%	7%	8%
2) Cc1ccc(Cn2cccc2/C=C2/C(=N)N3C=CSC3=NC2=O)cc1
 : -0.8%	?	-11%	1%	i	-9.7	-2%	-5%	-14%
3) Cc1sc2ncn(CC(=O)NCCCN3CC(C)CC(C)C3)c(=O)c2c1S(=O)(=O)N1CC(C)CC(C)C1 (configuration not stated)
 : -0.1%	14%	-3%	-3%	i	-1.7	-19%	-3%	6%
4) CCCCN1CCN=C1N(C)C
 : 0.3%	4%	3%	0%	i	-1.3	-6%	0%	-7%
5) O=C(COC(=O)c1cc2ccccc2cc1O)Nc1ccccc1F
 : ?	16%	1%	2%	i	-2.1	-22%	-1%	1%
6) O=C(NCC1(c2ccccc2)CCOCC1)c1cccs1
 : 0.1%	3%	13%	3%	i	0.8	8%	12%	0%
7) CCOC(=O)c1c(C)[nH]c(C)c1S(=O)(=O)N1CCC(c2ccccc2)C1 (configuration not stated)
 : 0.1%	7%	-19%	-7%	i	0.9	-6%	2%	-2%
8) Cc1cccc(/C=N/NC(=O)c2ccc(NC(=O)c3ccccc3C)cc2)n1
 : 2.0%	-17%	-1%	2%	i	-0.1	4%	7%	-13%
9) Cc1ccc(-n2nc3c(c2NC(=O)c2cc4ccccc4o2)CS(=O)(=O)C3)cc1
 : 2.9%	-17%	-12%	-1%	i	-2.0	0%	-2%	-7%
10) CC(C)N1C(=O)C2C(C(=O)NC3CCCCC3)C3C=CC2(O3)C1C(=O)NC1CCCC1 (configuration not stated)
 : -0.8%	4%	4%	-16%	i	-2.6	1%	-3%	-11%
11) O=C(O)CN(c1ccccc1)C1SC(=O)NC1=O (configuration not stated)
 : -0.6%	.	7%	.	i	-2.2	-23%	11%	3%
12) Cc1cc(Br)ccc1NC(=O)CCCOc1cc(=O)n(C)c2ccccc12
 : ?	.	2%	.	i	1.2	?	11%	.
13) C[C@@H]1C=C(C(=O)O)O[C@H](OCc2ccc(CO)cc2)C1
 : 0.4%	10%	14%	.	i	1.8	24%	-6%	0%
14) CC1(C(=O)Nc2ncc(Cc3ccc(Br)cc3)s2)Cc2ccccc2C(=O)O1 (configuration not stated)
 : 0.3%	?	.	.	.	.	?	.	8%
15) Cc1ccc2c(C)nc(Nc3ncc4c(n3)CCCC4=O)nc2c1
 : 0.4%	-8%	2%	.	.	2.0	1%	2%	-7%
16) CC(=O)Nc1cccc(-n2nnc(SCC(N)=O)n2)c1
 : 3.6%	8%	1%	0%	i	-1.7	9%	9%	4%
17) c1ccc2[nH]c(SCc3ccc(-c4nnco4)cc3)nc2c1
 : 2.7%	9%	0%	0%	i	-1.0	-17%	11%	-3%
18) CC(=O)c1ccc(S(=O)(=O)N(CCCO)Cc2cc3cc4c(cc3[nH]c2=O)OCCO4)cc1
 : -0.6%	10%	2%	-1%	i	1.9	-9%	4%	8%
19) O=C(NC(c1ccc(-c2ccccc2)cc1)c1cnccn1)C1CCN(Cc2ccc3c(c2)OCO3)CC1 (configuration not stated)
 : -2.9%	.	5%	.	i	0.9	?	5%	.
20) CCOC1CCCC(n2cnc3c(=S)nc[nH]c32)O1 (configuration not stated)
 : -0.7%	1%	3%	.	i	-3.2	13%	5%	8%
21) COc1ccc(-c2nc3n(n2)C(c2ccccc2OC)C(C(=O)Nc2cccnc2)=C(C)N3)cc1 (configuration not stated)
 : -0.8%	-8%	.	.	.	.	0%	.	-1%
22) Cc1ccc(C(C(=O)NC2CCCC2)N(Cc2cccs2)C(=O)c2csnn2)o1 (configuration not stated)
 : -0.6%	-3%	-1%	.	i	-0.2	1%	-6%	-7%
23) O=C(NCCCn1ccnc1)c1ccccc1Cl
 : 0.2%	2%	-10%	1%	i	1.8	-1%	-6%	0%
24) COC(=O)C1=C(C)N(C2CCCCC2)C(=O)/C1=C\c1cccs1
 : 3.2%	-1%	6%	0%	i	-1.5	9%	-13%	1%
25) N#Cc1ccc(NC(=O)COC(=O)CCNS(=O)(=O)c2ccccc2)cc1
 : 0.4%[9.22 µM]	7%	6%	-1%	i	0.2	1%	-11%	-1%
26) CN1CCN(c2nc3c(S(=O)(=O)c4ccccc4)nnn3c3ccsc23)CC1
 : 0.6%	?	.	.	.	.	0%	.	0%
27) Cc1cc(C)c(NC(=O)COC(=O)C2CCC(=O)N2)c(C)c1 (configuration not stated)
 : 0.0%	-2%	3%	1%	i	2.0	0%	7%	4%
28) CC(C)C[C@H](NC(=O)c1nc[nH]c1C(=O)N[C@@H](CCCCNC(=O)OC(C)(C)C)C(=O)OC(C)(C)C)C(=O)OC(C)(C)C
 : 3.7%	?	5%	0%	i	-2.8	18µM*	-14%	?
29) CC(C)C(=O)N=C1SC2CS(=O)(=O)CC2N1Cc1ccccc1 (configuration not stated)
 : 0.3%	-9%	-7%	2%	i	-3.1	-20%	-2%	11%
30) C/C(CC(=O)Nc1ccc(OCc2ccccc2)cc1)=N\NC(=O)C(=O)Nc1ccccc1C
 : 0.8%	.	3%	0%	i	-0.6	-5%	-3%	0%
31) O=C(NCCN1CCOCC1)c1ccc(Cl)c(S(=O)(=O)N2CCCC2)c1
 : -0.2%	-21%	-1%	1%	i	-1.4	-16%	-3%	0%
32) COc1ccc(-n2nc(C(=O)NCC3CCCO3)c3ccccc3c2=O)cc1 (configuration not stated)
 : 0.3%	?	-9%	0%	i	-3.6	-5%	9%	0%
33) CC(=O)c1ccc(NC(=O)C(C)N(C)CC(=O)Nc2ccccc2Cl)cc1 (configuration not stated)
 : -0.6%	-7%	4%	0%	i	0.6	-2%	7%	7%
34) COc1ccccc1/C=C/C=N/NC(=O)c1cnccn1
 : 6.0%	16%	7%	-3%	i	0.6	0%	-4%	0%
35) CCOc1ccc(CO[C@@H]2O[C@H](CO)[C@@H](O)[C@H](O)[C@H]2NC(C)=O)cc1OC
 : -0.3%	-10%	10%	0%	i	1.2	1%	4%	-4%
36) CCc1ccc(Nc2nnc(SCn3nnc4ccccc4c3=O)s2)cc1
 : 0.9%	?	-4%	0%	i	-3.2	-15%	3%	-24%
37) Cc1cnc(C(=O)Nc2nnc(C(C)C)s2)cn1
 : -0.4%	?	4%	1%	i	-0.4	33%[activator]	1%	-2%
38) O=C(CN1CCCCC1)N=Nc1c(O)[nH]c2ccccc12
 : 0.2%	9%	10%	0%	i	-5.7	-10%	1%	-4%
39) C#CCOCCOCCOCCNc1nc(N2CCN(C(=O)[C@H](CCCCN)n3cc([C@@H](N)CO)nn3)CC2)nc(N2CCN(C(=O)[C@H](CCCCN)n3cc([C@@H](N)CC(C)C)nn3)CC2)n1
 : -2.0%	7%	11%	0%	i	0.8	-3%	3%	3%
40) Cc1cccc(-n2ncc3c(NC4CCCCC4)ncnc32)c1
 : -0.2%	?	11%	?	i	0.1	-24%	-2%	-8%
41) Cc1ccc(N(CC(=O)NCc2ccc3c(c2)OCO3)C(=O)c2csnn2)cc1
 : 2.7%	20%	-5%	0%	i	-1.6	-8%	13%	8%
42) CCC(CC)C(=O)NCc1ccccc1OC
 : 0.3%	.	-4%	2%	i	-1.7	0%	-5%	-1%
43) CC(SC(C)C(=O)NN=Cc1cccc(Cl)c1)C(=O)NN=Cc1cccc(Cl)c1 (configuration not stated)
 : 0.0%	?	2%	.	i	-0.9	0%	-9%	-17%
44) Brc1ccc2c(c1)CNc1c(ncnc1N1CCOCC1)O2
 : 0.0%	-13%	23%	0%	i	-1.9	-1%	5%	-7%
45) O=Cc1ccc2noc(-c3ccc(F)cc3)c2c1
 : 0.1%	3%	29%	-1%	i	2.5	27%	15%	2%
46) COc1cc(Cl)c(C)cc1NC(=O)c1ccccc1NC(=O)CN1CCN(C(C)=O)CC1
 : -0.3%	.	-7%	.	i	-0.1	-21%	4%	.
47) Cc1cc2oc(C(=O)Nc3ccc(S(=O)(=O)Nc4ncccn4)cc3)c(C)c2cc1Cl
 : -0.5%	5%	-1%	1%	i	-0.3	9%	3%	5%
48) CCOC(=O)Nc1ccc(S(=O)(=O)N2CCC(C)CC2)cc1
 : -0.1%	-2%	-7%	-11%	i	-4.2	-1%	7%	0%
49) CSc1ccc(-c2nc(CSCC(=O)N3CCOCC3)c(C)o2)cc1
 : 1.0%	?	13%[57.1 µM]	1%	i	-4.0	0%	0%	-22%
50) CSc1nc(N)nc2c1ncn2C1OC(CO)C(O)C1O (configuration not stated)
 : -0.8%	2%	8%	.	i	-0.6	-3%	7%	0%
51) CC(=O)c1ccc(NC(=O)CN2C(=O)NC3(CCCc4ccccc43)C2=O)cc1 (configuration not stated)
 : -0.5%	7%	2%	-2%	i	0.6	0%	12%	0%
52) CCSc1nc(-c2ccc(OC)cc2)n(-c2nc3ccccc3s2)n1
 : 1.8%	2%	2%	-4%	i	-2.1	-20%	1%	-3%
53) O=C(NCCc1ccc(Cl)cc1)c1ccc2c(c1)OCCO2
 : -1.2%	?	-2%	-2%	i	1.3	-12%	5%	-1%

# Screens: PubChem BioAssay, National Center for Advancing Translational Sciences (NCATS)
